pPAFAH FP inh: inhibitors of human plasma PAF acetylhydrolase (pPAFAH) | Q13093 | recombinant pPAFAH, FP-rhodamine probe fluorescence polarization | inhibition, % at 3.39 µM | 330,000 tested, 1.5% active;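 active = inhibition above the mean inhibition across the screen plus 3 SD, cut at about 25% in these data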;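 note: inhibitors block binding of the rhodamine activity-based probe so polarization drops; 0% = enzyme with DMSO and 100% = wells lacking pPAFAH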
BCLXL inh: inhibitors of human Bcl-xL; Q07817; GST-Bcl-xL / FITC-Bim BH3 peptide fluorescence polarization; inhibition, % at 10.9 µM; 320,000 tested, 0.7% active;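 active = inhibition above the mean of all tested compounds plus 3 SD, cutoff set per campaign, cut at about 30% in these data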;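 note: 0% = DMSO wells and 100% = unlabeled Bim-BH3 peptide competitor; inhibitors lower millipolarization by displacing the labeled peptide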
PAFAH1B2 inh: blocks human PAF acetylhydrolase 1b catalytic subunit 2; AID 492953; recombinant PAFAH1B2, FP-rhodamine activity probe, fluorescence polarization; inhibition, % at 3.39 µM; 340,000 tested, 1.2% active;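 active = inhibition above the mean of all tested compounds plus 3 SD, cut at about 24% in these data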;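 note: 0% = enzyme with DMSO and 100% = wells lacking PAFAH1B2; many of its hits are not listed in these tables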
Target sequence (P68402 whole entry, looked up): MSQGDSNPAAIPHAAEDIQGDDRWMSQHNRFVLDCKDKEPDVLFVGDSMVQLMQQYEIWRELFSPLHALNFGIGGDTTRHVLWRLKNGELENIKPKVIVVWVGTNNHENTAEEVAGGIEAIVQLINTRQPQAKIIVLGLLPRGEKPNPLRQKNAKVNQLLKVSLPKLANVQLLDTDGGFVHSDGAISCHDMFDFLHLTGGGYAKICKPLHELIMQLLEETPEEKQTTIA
MEX-5 binding: C. elegans MEX-5 TCR-2 RNA binding activity | Q9XUB2 | MEX-5/FITC-TCR2 RNA binding, fluorescence polarization; hits give low values | activity score (negative = inhibition of binding), % at 10 µM | 300,000 tested, 0.38% active | AID 1832;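 active = inhibition past about -25% in most replicates, and total fluorescence under double the plate's negative control median, limit read from the data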;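 note: 0% = DMSO and -100% = 5 µM competing unlabeled TCR2 RNA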
Fam108B counter: Fam108B inhibition, counter-screen for RBBP9 inhibitors; recombinant Fam108B, FP-Rh probe fluorescence polarization; inhibition, % at 9.51 µM; 300,000 tested, 0.33% active;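 active = inhibition above the screen mean inhibition plus 3 SD, computed separately per campaign, cut at about 18% in these data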;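 note: inhibitors lower polarization as less probe binds the enzyme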
PME-1 inh: blocks human protein phosphatase methylesterase 1. Q9Y570. inhibition, % at 5.9 µM. recombinant PME-1, FP-Rh probe fluorescence polarization. 320,000 tested, 0.53% active. AID 2130;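 active = inhibition above the campaign mean of all compounds plus 3 SD, cut at about 26% in these data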;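 note: competitive labeling of PME-1 active site by serine hydrolase directed probe; 0% = PME-1 with DMSO and 100% = wells lacking PME-1 enzyme; inhibitors block probe labeling so polarization falls and inhibition rises; many of its hits are not listed in these tables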
Target sequence (Q9Y570 whole entry, looked up): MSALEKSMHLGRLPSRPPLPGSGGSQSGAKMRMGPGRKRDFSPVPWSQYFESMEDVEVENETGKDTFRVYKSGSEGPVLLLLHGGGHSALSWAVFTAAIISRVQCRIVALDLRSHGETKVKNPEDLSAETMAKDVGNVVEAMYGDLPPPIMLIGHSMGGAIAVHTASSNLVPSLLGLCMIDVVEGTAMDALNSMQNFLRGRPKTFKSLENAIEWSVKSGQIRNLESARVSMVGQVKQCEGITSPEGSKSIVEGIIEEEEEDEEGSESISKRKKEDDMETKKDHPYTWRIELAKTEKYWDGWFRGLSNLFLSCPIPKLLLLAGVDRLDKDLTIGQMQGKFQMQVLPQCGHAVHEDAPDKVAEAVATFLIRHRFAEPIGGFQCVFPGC
AHR act: activators of human aryl hydrocarbon receptor. P35869. AHR-responsive luciferase reporter cells, luminescence. activation, % at 5 µM. 320,000 tested, 2.5% active; in the data active = activation above about 47%;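 note: 0% = vehicle wells and 100% = reference agonist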
MCL1-BIM inh: inhibitors of human MCL1 binding to BIM-BH3 peptide. Q07820. GST-MCL1 / FITC-Bim-BH3 fluorescence polarization. inhibition, % at 10.9 µM. 320,000 tested, 0.68% active. AID 2057;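 active = inhibition above the mean inhibition of all tested compounds plus 3 SD, set per campaign, cut at about 40% in these data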;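 note: 0% = DMSO wells and 100% = unlabeled Bim-BH3 peptide control; higher means more loss of mP so more displacement of Bim peptide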
Target sequence (Q07820 whole entry, looked up): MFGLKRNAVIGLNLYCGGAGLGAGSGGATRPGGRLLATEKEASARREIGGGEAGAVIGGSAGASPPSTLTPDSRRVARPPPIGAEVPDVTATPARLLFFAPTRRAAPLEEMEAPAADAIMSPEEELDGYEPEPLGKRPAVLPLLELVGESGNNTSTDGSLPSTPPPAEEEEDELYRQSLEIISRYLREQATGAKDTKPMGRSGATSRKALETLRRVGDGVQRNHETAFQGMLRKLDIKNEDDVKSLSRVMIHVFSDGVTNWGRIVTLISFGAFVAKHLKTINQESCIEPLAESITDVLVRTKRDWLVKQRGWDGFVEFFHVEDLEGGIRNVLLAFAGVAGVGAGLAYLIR
GLD-1 TGE inh: GLD-1-TGE RNA interaction inhibition (C. elegans); Q17339; 320,000 tested, 0.44% active; AID 2280; inhibition, % at 5.96 µM; purified GLD-1 + fluorescein TGE RNA, fluorescence polarization;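 active = percent inhibition above a per-plate cutoff, the plate mean of test compounds plus 3 SD, cut at about 30% in these data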;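 note: 0% = DMSO wells with GLD-1 and probe and 100% = wells lacking GLD-1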
Numbers without * were called inactive; / = not tested or not shown; + = active, no number. This is a subset (hit frequency here may not be typical).

SMILES	pPAFAH FP inh	BCLXL inh	PAFAH1B2 inh	MEX-5 binding	Fam108B counter	PME-1 inh	AHR act	MCL1-BIM inh	GLD-1 TGE inh
COC(=O)c1cccc(S(=O)(=O)N(Cc2ccco2)Cc2cc3cc(OC)ccc3[nH]c2=O)c1	-1	1	6	-1.5	-1	2	0	5	1
CC(C)(C)c1cc(/C=N/NC(=O)C[n+]2ccccc2)cc(C(C)(C)C)c1O	3	-1	2	0.8	-1	-6	7	2	4
Cc1nc2c(c3c1[nH]c1ccccc13)C(=O)CC(C)(C)C2	-6	-5	1	-2.3	-8	0	6	-5	-5
CCC(C)N(C(=O)CSc1ccc(NC(C)=O)cc1)C1CCS(=O)(=O)C1 (stereo unspecified)	4	-3	1	-0.1	-2	-2	-1	-6	3
O=S1(=O)CCC(NC(=S)NC2CCS(=O)(=O)C2)C1 (stereo unspecified)	4	1	1	-3.1	0	-2	0	9	0
CSc1ccc(CN(C)C(=O)CCNS(=O)(=O)c2ccc(C)c(C)c2)cc1	5	1	0	-3.2	4	7	5	6	0
O=C(c1ccc2c(=O)n3c(nc2c1)CCCCC3)N1CCN(c2cccc(Cl)c2)CC1	5	7	0	-0.1	1	0	0	3	3
CCCCCCCCC[n+]1cccc2c3ccccc3ccc21	7	1	2	-1.2	3	-8	-6	-3	-6
CC(=O)c1cc(O)c2ccccc2c1O	26*	24	11	-6.4	31*	39*	90*	16	8
O=C(CCCl)Nc1nnc(SCC(=O)NC2CCCC2)s1	-2	2	7	-1.1	0	-4	13	1	5
CCC(=O)Nc1c(-c2ccccc2)c(=O)c2ccccc2n1C	2	4	4	-0.8	-4	0	1	-2	2
COc1ccc(-n2c(=S)[nH]c3ccccc32)cc1	6	-41	-9	2.9	-8	-21	17	-31	-4
COc1ccc(C(=O)OC(C)C(=O)NC(C)CCc2ccccc2)cc1OC (stereo unspecified)	-4	-5	4	0.1	-1	-1	-2	-5	9
CCc1ccccc1OCC(=O)NNCC(=O)Nc1cccc(C#N)c1	0	-6	1	/	/	-8	0	-8	0
COC(=O)c1ccccc1NS(=O)(=O)c1ccc(O)c(C(=O)O)c1	-1	1	14	-1.8	0	6	0	-9	3
CCOc1ccc(NC(=S)NNC(=O)c2cc(Br)ccc2Cl)cc1	11	9	5	-2.5	-1	4	0	2	-5
O=C(CCc1ccccc1Cl)Nc1cc2c(cc1C(=O)O)OCCCO2	-2	5	-3	/	/	0	15	7	3
Cc1ccc(-c2nc(CS(=O)(=O)CC(=O)NC3CCCCCC3)c(C)o2)cc1	-7	-1	1	-0.4	-4	5	3	-10	-4
N#C/C(C(=O)N1CCOCC1)=C1/SC(Cc2ccccc2)C(=O)N1c1ccccc1 (stereo unspecified)	2	-11	-3	-0.9	0	-3	-4	3	3
CC(C)c1nnc(NC(=O)C2CCCN2S(=O)(=O)c2ccc(Cl)cc2)s1 (stereo unspecified)	0	1	5	-0.4	4	-1	-2	1	-10
CN1C2C=C3C(C#N)=C(N)C(C#N)(C#N)[C@H](c4c(F)cccc4F)[C@H]3C1CC2 (stereo partly specified)	6	19	5	-5.8	-2	-3	2	17	26
O=C1CSC(c2ccccc2F)N1c1cc(Cl)ccc1O (stereo unspecified)	2	4	22	-3.6	-4	2	21	11	5
COc1ccc2[nH]c(=O)c(-c3nnn(-c4ccc(F)cc4)n3)cc2c1	3	14	3	-1.0	0	8	16	15	-7
CCN(CC)c1ccc(NC(=O)c2cccc(C)c2)cc1S(=O)(=O)Nc1ccccc1OC	-11	6	-11	2.9	-20	-28	15	8	1
CC1=C/C(=C\c2ccc3c(c2)OCO3)C(=O)S1	20	8	-5	1.2	-2	1	4	10	5

Continued; it opens with the 2 that closed the last part.
SMILES	pPAFAH FP inh	BCLXL inh	PAFAH1B2 inh	MEX-5 binding	Fam108B counter	PME-1 inh	AHR act	MCL1-BIM inh	GLD-1 TGE inh
CCN(CC)c1ccc(NC(=O)c2cccc(C)c2)cc1S(=O)(=O)Nc1ccccc1OC	-11	6	-11	2.9	-20	-28	15	8	1
CC1=C/C(=C\c2ccc3c(c2)OCO3)C(=O)S1	20	8	-5	1.2	-2	1	4	10	5
CSc1ccccc1NC(=O)CN(C)CC(=O)Nc1ccc(Cl)cc1[N+](=O)[O-]	-3	-1	3	/	6	10	5	0	5
c1ccc(NC2=NCCN2CCCC2CCCCC2)cc1	6	0	0	/	-3	-2	2	0	10
O=C(Cc1ccc(Cl)cc1)NNC(=S)NC(=O)c1cccnc1	0	0	12	5.1	3	1	5	8	-6
O=C1C=CC(=O)C(C2=C3C(=O)N(CCc4ccccc4)CC(=O)N3CCC2)=C1	20	20	/	-47*	2	-4	1	20	6
CNC(=O)COc1coc(CN2CCN(c3ccccc3)CC2)cc1=O	1	7	-1	0.9	-3	0	0	7	8
CCOC(=O)N1CCN(C(=O)c2cc3c(s2)-c2ccc(Cl)cc2S(=O)(=O)C3)CC1	2	-2	1	1.2	-3	1	0	3	6
CCNc1c(NC(=O)c2ccc3c(c2)OCO3)c(=O)oc2ccccc12	-6	5	5	3.8	1	-2	3	2	-5
CC(=O)Nc1ccc(NC(=O)C(C)OC(=O)/C(C#N)=C/c2ccc(N(C)C)cc2)cc1 (stereo unspecified)	-20	+	-44	-26*	-75	-95	3	+	136*
COc1ccccc1Nc1ccc(N)cc1	23	16	8	-2.6	6	0	2	23	3
CCOC(=O)N1CCN(C(=O)c2ccc3c(c2)N(CC)CCS3)CC1	5	3	5	-0.7	5	4	1	6	-1
C=CCn1c(SCC(=O)Nc2sc(C)c(C)c2C(=O)OCC)nnc1-c1sc(N)nc1C	7	-1	1	-2.5	3	8	9	0	0
O=C1C2(c3ccccc3)CN(CCO)CC1(c1ccccc1)CN(CCO)C2	4	-2	5	0.8	11	0	3	-5	-1
Cc1cc(C)c(C)c(S(=O)(=O)Nc2ccccc2C(=O)NN2CCOCC2)c1C	3	/	2	/	/	/	-2	/	-1
NC1=NC(=O)/C(=C\c2ccsc2)S1	2	-3	5	-6.6	0	-3	6	2	6
CCOc1ccc(OCC)c(NC(=O)C2CCN(S(=O)(=O)c3ccc4c(c3)CC(C)N4C(C)=O)CC2)c1 (stereo unspecified)	-3	3	-1	-2.0	-3	0	8	4	-2
Cc1cccc(N(C)S(=O)(=O)c2ccc(-c3cnc(C4CC4)o3)cc2)c1	5	5	9	-0.2	1	6	8	4	7
CCN(CC(=O)Nc1ccc(NC(C)=O)cc1)C(=O)c1sc2nc3n(c(=O)c2c1C)CCC3	2	1	2	/	/	-2	-1	4	-2
CC1(C)CC(=O)C2=C(C1)OC(N)=C(C#N)C2Cc1ccccc1 (stereo unspecified)	-6	2	3	-2.8	-2	1	-4	-1	9
COC(=O)[C@H](CC(C)C)NCc1cccc(CN[C@@H](CC(C)C)C(=O)OC)c1	2	6	7	-0.3	1	2	0	4	10
Cc1cccc(N(CC(=O)NC2CCCC2)C(=O)CCC(=O)Nc2cc(C)on2)c1	8	1	4	1.4	-1	-2	-1	-3	-3
Cc1cc(CNC(=O)c2ccc3oc(C(C)C)nc3c2)nn1C	2	0	-4	-0.3	2	5	2	4	-2
O=C(Cc1ccccc1)NC(NC(=S)Nc1cc(Cl)ccc1Cl)C(Cl)(Cl)Cl (stereo unspecified)	-2	9	-62	/	-81	-34	0	7	1
CC12CC3CC(C)(C1)CC(C(O)CN1CCOCC1)(C3)C2 (stereo unspecified)	-2	2	20	0.1	-1	-5	0	8	6
COC(=O)c1c(C)[nH]c(C(=O)COC(=O)CCNS(=O)(=O)c2cccc(C(F)(F)F)c2)c1C	33*	-1	-6	/	/	0	3	-5	7
Cc1c(NC(=O)C(C)OC(=O)CNC(=O)c2ccccc2)c(=O)n(-c2ccccc2)n1C (stereo unspecified)	3	4	1	1.4	5	-8	1	0	-3

Carrying on:
SMILES	pPAFAH FP inh	BCLXL inh	PAFAH1B2 inh	MEX-5 binding	Fam108B counter	PME-1 inh	AHR act	MCL1-BIM inh	GLD-1 TGE inh
Cc1ccc(SCc2nc(N)nc(Nc3ccccc3C)n2)cc1C	5	3	4	2.5	2	-1	11	2	1
CCOC(=S)N/C(=N\S(=O)(=O)c1ccccc1)c1ccccc1	-5	2	0	-2.0	4	3	5	6	4
COc1cccc(N2C(=O)C3CCCN3C2c2ccc(N(C)C)cc2)c1 (stereo unspecified)	4	-1	-4	0.6	-2	0	2	4	1
COC(=O)c1cc(C)ccc1OCc1ccc([N+](=O)[O-])cc1	1	6	3	0.1	1	-2	-2	-1	-6
CCCNC(=O)c1c(N)n(-c2cccc(OC)c2)c2nc3ccccc3nc12	18	2	4	1.1	0	8	1	6	6
Cn1c(=O)c2ncn(CC(=O)NC3CCCCCC3)c2n(C)c1=O	0	-8	5	-0.6	1	3	-1	-21	-3
COCCCNCCOCCOc1ccc(Cl)cc1Br	-6	-2	1	2.5	-4	-3	5	4	-1
CC(C)(C)c1cc(NCc2ccccn2)n2ncc(-c3ccccc3)c2n1	2	7	2	/	1	4	4	-1	9
N#CC1=C(N)Oc2n[nH]c(-c3ccccc3)c2C1c1cccnc1 (stereo unspecified)	-4	11	5	-6.0	4	4	3	16	1
Cc1ccc(NC(=O)O/N=C/c2ccc(F)cc2)cc1	-2	3	10	0.0	4	3	5	1	2
Cc1ccc(C(=O)NC(C(=O)OCc2cn3cc(Cl)ccc3n2)C(C)C)cc1 (stereo unspecified)	5	0	7	/	/	5	0	0	3
CC1(C)C(CC2OCC(CN3CCCCC3)O2)[C@H]2CC[C@@H]1C2 (stereo partly specified)	3	5	8	-4.2	-1	2	1	3	1
CC(C)CC(COCc1ccc([N+](=O)[O-])cc1)N1CCN(C(=O)c2ccc(C(F)(F)F)cc2)CCC1=O (stereo unspecified)	8	-2	6	0.2	3	3	3	1	-6
CCC(CC)c1nnc(NC(=O)c2nn(C)c(=O)c3ccccc23)s1	2	5	1	-0.4	0	0	4	1	-7
Cc1ccccc1SCC(=O)OCC(=O)Nc1sccc1C(N)=O	11	8	1	0.1	-1	4	3	10	-4
Cc1csc(NC(=O)CSc2nc(C)nc3c2c(=O)n(C)c(=O)n3C)n1	6	6	4	1.1	-6	4	17	3	-6
N#Cc1ccc(C(=O)NCC(c2ccco2)N2CCCC2)cc1 (stereo unspecified)	3	3	-2	-0.1	0	3	-2	9	-2
CC1CCN(C(=O)c2[nH]cnc2C(=O)N[C@@H](CCCCNC(=O)OC(C)(C)C)C(=O)OC(C)(C)C)CC1	7	-1	3	1.4	-2	3	8	-4	-7
COc1ccc(CN2C(=O)CC(Cc3cc(C)cc(C)c3)C2=O)cc1OC (stereo unspecified)	3	2	-2	1.0	-2	-4	3	9	8
Cc1ccc2nc(SCC(=O)c3ccc(Cl)s3)[nH]c2c1	5	-19	0	1.1	-8	-20	86*	-33	-4
CCn1ncc(Br)c1C(=O)NC(C)c1ccccc1 (stereo unspecified)	-9	0	1	-2.3	1	-3	19	7	2
COc1ccc(CCN(Cc2ccccn2)C(=S)Nc2cccc(C)c2)cc1OC	3	6	2	-0.6	1	7	0	16	-5
COc1ccc(CCNC(=O)Nc2cc(F)c(F)cc2Cl)cc1OC	0	7	1	1.7	7	-7	0	10	3
CC(Nc1ccc(Br)cc1)C(=O)N/N=C/c1ccccc1OCc1ccccc1 (stereo unspecified)	-9	2	-1	0.6	-3	-3	3	-3	4
O=C(CSc1nnc2ccccn12)Nc1ccccc1Cl	-2	/	2	/	/	/	2	/	-6
CC(=O)Nc1ccc(S(=O)(=O)NCCSCc2ccc(Cl)cc2Cl)cc1	16	2	39*	0.6	2	-13	-3	5	3
Cc1ccc(C(=O)CCC(=O)NC2CCCC(C)C2C)cc1 (stereo unspecified)	7	1	2	1.0	2	1	0	-4	-4
